# CASP6 VEID inh = inhibitors of human caspase-6 | P55212 | purified caspase-6, Z-VEID-R110 cleavage fluorescence | inhibition, % at 12.5 µM | 0.53% of 350,000 active;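 active = mean inhibition across replicates at least about 35%, with every replicate also reaching that limit, limit read from the data; inconclusive = only one of the two criteria met; inactive = neither criterion met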;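 note: 0% = median of neutral control wells and 100% = no fluorescence left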
# Target sequence (P55212 24-179 limits assumed): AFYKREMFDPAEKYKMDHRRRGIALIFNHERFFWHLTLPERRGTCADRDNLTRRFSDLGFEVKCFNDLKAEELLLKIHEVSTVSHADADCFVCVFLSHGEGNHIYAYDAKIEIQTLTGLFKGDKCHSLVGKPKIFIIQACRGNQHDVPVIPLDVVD
# Target sequence (P55212 194-293 limits assumed): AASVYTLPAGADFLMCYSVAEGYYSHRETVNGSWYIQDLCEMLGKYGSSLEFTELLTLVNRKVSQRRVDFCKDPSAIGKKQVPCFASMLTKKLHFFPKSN
# E-selectin induc = induces E-selectin expression in human endothelial cells. HUVEC E-selectin immunofluorescence imaging; normalized: neutral wells 0, TNF-alpha wells 100. activation, % at 7.58 µM. AID 686992. 0.37% of 260,000 active;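 active = mean E-selectin-positive cell signal at least 10% of the positive control, reached in at least 60% of replicates, without over 20% cell loss; inconclusive = no rule given, readout overlaps actives, possibly toxicity-flagged; inactive = the rest, including those meeting only one limit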;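 note: in these data hits start at about 27%; measured in HUVEC primary endothelial cells; signal is the percent of cells scored E-selectin positive by PE staining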
#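 System: HUVEC, human umbilical vein endothelial cells; quantity: 3,000 cells/well; buffer or medium: EGM-2 medium, gelatin-coated wells; dosing: single-point compound dose; detection: immunofluorescence imaging; evaluation: % PE-positive cells; benchmarks: TNF-alpha, DMSO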
# Xi reactivation = X-chromosome reactivation activator; AID 743238; 0.055% of 360,000 active; XiGFP mouse fibroblasts, % GFP-positive cells imaging, 3 d; cells co-treated with 5-aza-dC sensitizer; scaled so ellipticine positive control = 100%; activation, % at 7.58 µM;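 active = mean normalized replicate activation at least 10% and every replicate at or above 10%; inconclusive = only one of the two criteria met; inactive = mean below 10% and not all replicates reach 10%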;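 note: 0% = median of on-plate neutral control wells and 100% = ellipticine 6 µM median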
#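 System: 68-5-11 XiGFP fibroblast line | Buffer or medium: DMEM containing 5-aza-dC | Compound: Single point | Times: Compounds 3 days, fix/stain 15 min at room temperature | Benchmarks: Positive control ellipticine, 6 µM final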
# DENV2 CPE = inhibitors of DENV2 cytopathic effect; DENV2-infected cells, cytopathic effect rescue, plate reader; CPE inhibition, % at 9.99 µM; 1.7% of 350,000 active; in the data active = CPE inhibition above about 20%, passing the limit was not always enough; inconclusive = no clear call, values can overlap the other calls; tested in BHK-21 cells;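 note: 0% = median of neutral control wells and 100% = median of positive control wells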
# RAD52 inh = RAD52 (human) annealing inhibition | recombinant RAD52 DNA annealing, FRET fluorescence | AID 651710 | P43351 | inhibition, % at 18.7 µM | 0.46% of 360,000 active;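 active = every replicate showing at least 50% inhibition; inconclusive = mean inhibition at least 50% but not in every replicate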
# RAD54 branch = blocks human RAD54 Holliday junction branch migration; Q92698; FAM/BHQ fluorescence; inhibition, % at 10.4 µM; 0.14% of 360,000 active; AID 602329;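 active = mean normalized replicate activity at least 40 and at least half of replicates scoring 40 or more; inconclusive = only one of the two criteria met; inactive = mean below 40 and under half of replicates reaching 40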;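 note: 0% = median of neutral control wells and 100% = median of positive control wells; inhibitors cause a drop in the FAM fluorescence signal; in these data hits start at about 50%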
# Target sequence (Q92698 whole entry, looked up): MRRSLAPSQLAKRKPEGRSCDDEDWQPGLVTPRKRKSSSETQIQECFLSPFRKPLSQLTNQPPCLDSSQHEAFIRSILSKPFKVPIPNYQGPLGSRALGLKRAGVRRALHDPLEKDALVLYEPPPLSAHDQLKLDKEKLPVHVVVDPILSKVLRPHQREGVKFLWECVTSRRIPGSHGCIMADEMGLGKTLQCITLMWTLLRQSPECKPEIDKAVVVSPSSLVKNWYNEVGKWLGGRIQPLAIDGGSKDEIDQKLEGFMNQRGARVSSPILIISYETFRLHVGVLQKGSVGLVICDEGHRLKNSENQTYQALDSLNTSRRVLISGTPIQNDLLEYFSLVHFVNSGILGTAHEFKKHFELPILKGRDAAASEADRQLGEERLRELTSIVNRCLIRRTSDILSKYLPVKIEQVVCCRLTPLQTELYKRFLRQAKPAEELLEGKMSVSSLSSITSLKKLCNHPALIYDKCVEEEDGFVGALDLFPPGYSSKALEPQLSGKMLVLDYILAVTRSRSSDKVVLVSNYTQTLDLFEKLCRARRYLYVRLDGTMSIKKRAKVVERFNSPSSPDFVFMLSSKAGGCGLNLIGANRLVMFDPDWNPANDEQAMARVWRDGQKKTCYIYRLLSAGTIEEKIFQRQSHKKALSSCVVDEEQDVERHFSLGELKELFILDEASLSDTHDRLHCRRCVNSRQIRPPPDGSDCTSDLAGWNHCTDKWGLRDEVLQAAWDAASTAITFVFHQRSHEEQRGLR
# CFTR F508del cor = CFTR F508del correction in bronchial cells; CFBE cells, YFP halide quenching; stimulated with forskolin plus potentiator P3; % fluorescence drop versus neutral controls; AID 720511; 0.36% of 350,000 active; activity (quench increase), % at 7.58 µM;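 active = mean added fluorescence quench of at least 8% versus neutral control, with both replicates also reaching 8%; inconclusive = only one of the mean or replicate conditions met; inactive = mean below 8% and not both replicates reaching 8%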;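 note: cells transiently co-express mutant CFTR-F508del with the halide-sensitive YFP; corrector assay measuring rescue of mutant channel to the surface after 24 h compound exposure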
# GSIS activator = GLuc luminescence reporter in INS-1E cells, primary screen for activators of glucose-dependent secretion of insulin; 0.61% of 370,000 active; INS-1E GLuc reporter insulin secretion, 2-3 h; activation, % at 16.6 µM;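 active = lowest replicate activation of at least 40%, so every replicate reaches that level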;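 note: 0% = median of neutral control wells and 100% = median of IBMX positive control wells; some compounds called inactive have numbers as strong as hits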
# * hit, by the source's call; ? = inconclusive; nt = no result given; & = joins results of further samples.
SMILES,CASP6 VEID inh,E-selectin induc,Xi reactivation,DENV2 CPE,RAD52 inh,RAD54 branch,CFTR F508del cor,GSIS activator
CCC[N+](CC#CCO)(CC#Cc1ccccc1)CCC,-1,nt,0.4,1,-11,nt,-1.2,12
COc1cc(NC(=O)CSCc2ccccc2)c(C(=O)O)cc1OC,-2,nt,0.0,-2,-8,-8,-1.5,-4
O=C(CN1C(=O)C2CCCCC2C1=O)Nc1nc(-c2ccc(F)cc2)cs1 (configuration not stated),4,3.2,0.1,-10,10,1,3.5,-19
CS(=O)(=O)c1ccc2nc(NC(=O)c3ccc(S(=O)(=O)NCC4CCCO4)cc3)sc2c1 (configuration not stated),3,nt,0.4,nt,-16,nt,5.5,-10
CCS(=O)(=O)N1CC2(CN(Cc3cc(F)ccc3F)[C@H](CO)c3c2c2ccc(OC)cc2n3C)C1,nt,-0.3,0.0,-5,0,nt,6.3,-15
O=C(O)c1cccc(N2C(=O)c3ccc4c5c(ccc(c35)C2=O)C(=O)N(c2cccc(C(=O)O)c2)C4=O)c1,10,nt,-0.1,5,-6,-8,-2.0,20
COc1cccc(CNc2nc(NC(C)C)nc3ccsc23)c1,13,-0.2,0.0,-4,6,-7,-4.9,-2
O=C(C[C@H]1CC[C@@H]2[C@H](COC[C@@H](O)CN2C(=O)c2ccccc2)O1)NCc1cccc(F)c1,0,0.0,0.2,17,-105,-7,-0.1,12
O=C(C[C@@H]1C=C[C@H](NC(=O)Nc2ccc(F)cc2)[C@H](CO)O1)NCc1cccc(F)c1,-2,-0.1,0.7,?,2,-2,-3.3,16
CC=Cc1ccc2n(c1=O)C[C@H]1[C@H](CO)[C@@H](C(=O)NCC)[C@@H]2N1C(=O)Nc1cc(F)ccc1F (mixture of isomers),2,-0.1,-0.1,-1,-4,2,0.8,-7
O=c1cc(CO)oc(C(Nc2cccc(C(F)(F)F)c2)c2ccccn2)c1O (configuration not stated),-1,-0.2,0.2,1,-30,-10,-0.7,-13
CCN(CC)Cc1cc(Nc2c3ccccc3nc3c4ccccc4n(C)c23)cc(CN(CC)CC)c1O,-52,0.2,0.1,-7,106*,nt,?,-30
O=C(CCC(=O)N1CCN(Cc2ccccc2)CC1)Nc1nnc(C2CCCCC2)s1,-2,nt,0.0,-4,2,-1,2.3,-4
CCCN(C)C[C@@H]1Oc2cc(C#CCC(C)C)ccc2S(=O)(=O)N([C@@H](C)CO)C[C@@H]1C,0,0.4,-0.5,-8,51*,2,-1.2,-15
CCc1nc(SCC(=O)NCCc2ccccc2)c2c(=O)n(C)c(=O)n(C)c2n1,4,0.1,0.0,5,6,4,1.7,4
C[C@@H]1CN([C@@H](C)CO)C(=O)c2cc(NS(=O)(=O)c3ccc(F)cc3)ccc2O[C@H]1CN(C)Cc1ccc(C(F)(F)F)cc1,nt,-0.2,-0.1,nt,nt,nt,-2.7,-17
COc1ccc(CC(=O)Nc2cccc(S(=O)(=O)N3CCCCCC3)c2)cc1OC,nt,0.0,0.0,nt,nt,-15,nt,-21
C[C@@H]1CCCCO[C@@H](CN(C)Cc2ccc(C(F)(F)F)cc2)[C@H](C)CN([C@@H](C)CO)C(=O)c2cc(NS(C)(=O)=O)ccc2O1,nt,-0.2,0.1,?,nt,-3,-0.7,2
CN(C)CC(=O)N[C@@H]1CC[C@H](CC(=O)NCCN2CCCCC2)O[C@@H]1CO,2,-0.6,0.3,-3,8,3,-1.6,12
CC1=C(C(=O)c2ccccc2)C(c2ccc(O)cc2)NC(=S)N1 (configuration not stated),6,0.6,-0.2,-1,-13,nt,-0.7,8
CCOC(=O)[C@H]1[C@H]2COc3cc(OC)ccc3[C@@H]2N2C(=O)CN(Cc3ccccc3)C(=O)[C@@]12C,1,0.0,-0.1,3,-21,3,2.0,-19
Cc1ccc(-c2cnc3c(c2)C(=O)N([C@@H](C)CO)C[C@H](C)[C@H](CN(C)S(C)(=O)=O)O3)cc1,nt,0.2,-0.6,nt,nt,nt,1.6,12
COc1cc(CCC(C)=O)ccc1OC(=O)c1c(-c2c(F)cccc2Cl)noc1C,0,-0.2,-0.1,5,-13,nt,-1.5,-6
CCNC(=O)C1(C)CCCN1Cc1ccccc1Cl (configuration not stated),0,-0.2,0.1,5,-1,15,0.2,7
O=C(CN1CCOCC1)N[C@@H]1CC[C@H](CCNC(=O)C2CCC2)O[C@@H]1CO,-1,0.0,1.4,19,-3,-2,0.8,3
C[C@@H]1CCCCO[C@H](CN(C)S(=O)(=O)c2cccs2)[C@@H](C)CN([C@H](C)CO)C(=O)c2cc(NC(=O)Nc3ccc4c(c3)OCO4)ccc2O1,-1&0,0.4,0.2&0.0,?,-29&-15,13&-2,2.2&3.8,0&0
CCCC#Cc1ccc([C@@H]2[C@H]3CN(C(=O)Cc4cccnc4)CC(=O)N3[C@H]2CO)cc1,-1,-0.3,0.4,?,-8,nt,0.7,15
COc1cccc(CN2CC3(C2)CN(C(=O)C2CC2)[C@H](CO)c2c3c3ccc(OC)cc3n2C)c1,nt,-0.4,0.3,-4,nt,nt,2.9,2
CCN(CC)S(=O)(=O)c1ccc(C(=O)OCCN2C(=O)CCC2=O)cc1,-1,-0.1,0.2,-9,-16,-6,3.2,5
COc1ccc(S(=O)(=O)Nc2ccc3c(c2)C(=O)N([C@H](C)CO)C[C@@H](C)[C@@H](CN(C)C(=O)Nc2ccc(C(F)(F)F)cc2)OCCCC[C@@H](C)O3)cc1,0,0.1,0.0,53*,-24,-12,-0.7,12
CC(=O)c1cccc(NC(=O)CCS(=O)(=O)c2ccc(Br)s2)c1,1,11,0.0,nt,-9,nt,0.0,3
C[C@H](CO)N1C[C@H](C)[C@@H](CN(C)C(=O)Nc2ccc(C(F)(F)F)cc2)Oc2ncc(C3=CCCC3)cc2C1=O,-1,0.7,0.0,-12,25,12,-1.1,-23
CN(CCS(=O)(=O)c1ccc(Cl)cc1)Cc1cccnc1,-3,2.9,0.0,2,-1,1,1.6,3
Cc1cccc(NC(=O)CSCc2nc3c(nnn3Cc3ccc(F)cc3)c(=O)[nH]2)c1C,1,-0.1,0.0,2,-14,nt,nt,19
CC(=O)c1ccc(S(=O)(=O)N(C)C(C)CCc2ccco2)cc1 (configuration not stated),0,-0.1,0.0,5,-17,-10,-2.4,-25
CO[C@H]1CN(C)C(=O)c2cc(NC(=O)c3nc4ccccc4s3)ccc2OC[C@H](C)N(Cc2ccncc2)C[C@@H]1C,-4,0.1,0.1,16,8,-5,nt,-31
CCCc1cc(-c2n[nH]c(C(=O)OCC)c2-c2cscn2)c(O)cc1O,45*,nt,nt,-2,-2,-15,0.3,-26
Cc1ccc(-c2ccc3c(c2)O[C@@H](CN(C)Cc2ccccn2)[C@@H](C)CN([C@H](C)CO)S3(=O)=O)cc1,-1,-0.3,2.5,3,10,-1,0.7,-35
CCc1ccc(NC(=O)Cn2nnc(C(=O)NCc3ccco3)c2N)cc1,4,0.6,0.2,-4,0,-7,1.1,-11
CCN(c1ccc(OCC(=O)OCC(=O)c2c(N)n(C)c(=O)n(C)c2=O)cc1)S(=O)(=O)c1ccccc1,1,nt,0.1,7,-9,0,1.4,-8

# Another view of part of the listing above:
CCOC(=O)[C@H]1[C@H]2COc3cc(OC)ccc3[C@@H]2N2C(=O)CN(Cc3ccccc3)C(=O)[C@@]12C
  CASP6 VEID inh: 1; E-selectin induc: 0.0; Xi reactivation: -0.1; DENV2 CPE: 3; RAD52 inh: -21; RAD54 branch: 3; CFTR F508del cor: 2.0; GSIS activator: -19
Cc1ccc(-c2cnc3c(c2)C(=O)N([C@@H](C)CO)C[C@H](C)[C@H](CN(C)S(C)(=O)=O)O3)cc1
  CASP6 VEID inh: nt; E-selectin induc: 0.2; Xi reactivation: -0.6; DENV2 CPE: nt; RAD52 inh: nt; RAD54 branch: nt; CFTR F508del cor: 1.6; GSIS activator: 12
COc1cc(CCC(C)=O)ccc1OC(=O)c1c(-c2c(F)cccc2Cl)noc1C
  CASP6 VEID inh: 0; E-selectin induc: -0.2; Xi reactivation: -0.1; DENV2 CPE: 5; RAD52 inh: -13; RAD54 branch: nt; CFTR F508del cor: -1.5; GSIS activator: -6
CCNC(=O)C1(C)CCCN1Cc1ccccc1Cl (configuration not stated)
  CASP6 VEID inh: 0; E-selectin induc: -0.2; Xi reactivation: 0.1; DENV2 CPE: 5; RAD52 inh: -1; RAD54 branch: 15; CFTR F508del cor: 0.2; GSIS activator: 7

# (further entries)
SMILES,CASP6 VEID inh,E-selectin induc,Xi reactivation,DENV2 CPE,RAD52 inh,RAD54 branch,CFTR F508del cor,GSIS activator
C[C@H](CO)N1C[C@H](C)[C@H](CN(C)Cc2ccc(C(=O)O)cc2)OCCCC[C@H](C)Oc2ccc(NC(=O)Nc3ccc(C(F)(F)F)cc3)cc2C1=O,1,0.0,-0.1,18,16,-1,-0.8,12
Cn1cnc(CCNC(=O)C[C@@H]2CC[C@H]3[C@@H](COC[C@H](O)CN3C(=O)C3CCCC3)O2)c1,1,-0.1,0.1,0,-31,-4,-0.1,1
COc1cc(/C=N/NC(=O)Cn2cnc3c2c(=O)n(C)c(=O)n3C)ccc1O,-3,nt,-0.2,5,-17,-3,-0.3,0
COc1cc(/C=C/C(=O)OCC(=O)Nc2ccc(S(N)(=O)=O)cc2)ccc1O,1,10.0,0.0,2,-27,-4,6.8,-5
CN1C(=O)[C@H]2[C@@H](c3ccc(C(F)(F)F)cc3)N[C@]3(CCCN(Cc4cccn4C)C3=O)[C@H]2C1=O,15,nt,-0.1,-17,-38,-19,0.6,nt
Cc1ccc(OCC(=O)NCCCNC(=O)c2cnccn2)cc1C,-4,0.4,0.3,?,-6,1,-4.5,-4
CC1(C)NC(=O)N(c2ccc([N+](=O)[O-])c(C(F)(F)F)c2)C1=O,-3,?,0.2,2,2,-4,-6.2,-5
CC(C)C[C@H]1CN([C@@H](Cc2ccc(O)cc2)CN2CCC[C@H]2CN2C(=O)C(=O)NC[C@@H]2Cc2ccccc2)C(=O)C(=O)N1CC1CCCCC1,3,0.1,0.0,1,-6,nt,8.4*,-8

# High-throughput results as filed in PubChem BioAssay.
